LmPK inh = inhibitors of Leishmania mexicana pyruvate kinase; AID 1721; Potency, µM (top dose mostly 57.5 µM), inactives show at the top dose activity change, negative = inhibition, most hits filed as inhibitors; 290,000 tested, 0.37% active; purified LmPK, Kinase-Glo ATP luminescence, 1 h
Target sequence (Q27686 whole entry, looked up): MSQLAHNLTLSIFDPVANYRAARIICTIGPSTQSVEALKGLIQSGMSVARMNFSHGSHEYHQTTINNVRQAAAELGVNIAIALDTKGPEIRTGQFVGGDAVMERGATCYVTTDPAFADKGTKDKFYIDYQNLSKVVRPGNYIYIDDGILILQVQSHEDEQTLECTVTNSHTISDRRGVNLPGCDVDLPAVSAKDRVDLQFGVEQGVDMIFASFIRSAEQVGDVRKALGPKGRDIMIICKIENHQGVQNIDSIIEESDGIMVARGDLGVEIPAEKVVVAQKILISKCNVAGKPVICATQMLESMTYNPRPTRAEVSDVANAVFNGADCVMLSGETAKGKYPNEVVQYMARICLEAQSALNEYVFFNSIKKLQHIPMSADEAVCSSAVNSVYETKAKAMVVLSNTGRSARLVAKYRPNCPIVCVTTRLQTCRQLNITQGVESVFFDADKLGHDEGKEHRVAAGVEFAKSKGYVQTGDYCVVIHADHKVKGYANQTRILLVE
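ATP generated from ADP (0.1 mM) and PEP (0.5 mM) by 0.1 nM LmPK over 1 h at room temperature (pH 7.2 imidazole buffer) was detected by coupled luciferase luminescence. Values were normalized to uninhibited and no-enzyme wells.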
Pf growth 96h = P. falciparum growth inhibition at 96 hour, primary screen for plastid delayed-death inhibitors; AID 504834; P. falciparum luciferase reporter growth, 96 h; 320,000 tested, 6.9% active; Potency, µM (series often up to 28.7 µM), without a hit: at the highest dose activity change, negative = inhibition, usual class: inhibitors
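Plates of compound plus infected erythrocytes (2% hematocrit, 0.05% parasitemia final) incubate 96 hours, 37 C, 5% CO2. Detection reagent added; reduced luminescence from the parasites' luciferase reporter flags inhibition.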
Pf growth 48h = P. falciparum growth inhibition at 48 hours (one generation); P. falciparum luciferase growth in erythrocytes, 48 h; 310,000 tested, 5.9% active; AID 504832; Potency, µM (titrated, usually from 28.7 µM), inactives show top-dose activity change, negative = inhibition, usual class: inhibitors
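Erythrocytes infected with P. falciparum carrying an integrated firefly luciferase reporter (2% hematocrit, 0.1% parasitemia final) were exposed to compounds in RPMI 1640 with 0.5% Albumax at 37 C, 5% CO2. Growth inhibition was scored as reduced luminescence.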
HCV inhibitor = inhibitors of hepatitis C virus infection. Potency, µM (top dose mostly 41.8 µM), for inactives: at the top dose activity change, negative = inhibition, usual class: inhibitors. Huh7.5.1 HCVcc-Cre infection, luciferase reporter, 44 h. 340,000 tested, 3.4% active. AID 651820
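1,000 cells/well; 4 h culture; + compound; + HCVcc-Cre (~0.5 moi); 44 h; luciferase substrate, RT 15 min; read 15 sec.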
Sm TGR inh = S. mansoni TGR enzyme inhibition | Potency, µM (series often up to 114 µM), for the others: top-dose activity change, negative = inhibition, hits mostly inhibitors | 360,000 tested, 3% active | Q962Y6 | purified TGR, DTNB reduction, TNB absorbance 405 nm; also: nearly all actives have a fitted effect of over 60% in size
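TGR 20 nM + NADPH 100 uM (dispensed conc.), cpd preinc 15 min RT; start with NADPH (500 uM addition) then DTNB (15 mM addition). Kinetic TNB absorbance, 405 nm filter. Four-parameter Hill fit across titration.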
TbPYK inhibitor = blocks Trypanosoma brucei pyruvate kinase; TbPYK enzyme, Kinase-Glo Plus ATP luminescence, 45 min; Q57TT1; Potency, µM (series often up to 76.8 µM), for inactives: top-dose activity, negative = inhibition, most hits filed as inhibitors; 410,000 tested, 0.12% active; AID 624173; also: nearly all actives have a fitted effect of over 50% in size
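Glycolytic pyruvate kinase of T. brucei was incubated with substrate, test compound and 130 uM ADP for 45 minutes at room temperature. Luminescent Kinase-Glo Plus signal was measured after 10 minutes.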
Active calls of the source: *; ? = inconclusive; · = not tested or not shown; & = joins results of further samples; [ ] = dose if it differs, or a comment. Calls follow the shape of the dose curve; as a rule, active = well fitted curve in the direction sought with a large enough effect; inconclusive = small, poorly fitted or top-dose-only effect, or another doubt; inactive = no such curve, though single readings can be large; an effect the other way counts as inactive or inconclusive. % is scaled to controls: 0 for no effect and ±100 for the full control effect; potency is read from the fitted curve at half-maximal effect.

SMILES	LmPK inh	Pf growth 96h	Pf growth 48h	HCV inhibitor	Sm TGR inh	TbPYK inhibitor
O=C(CSc1ncn[nH]1)Nc1ccc2c(c1)CCC2	1.5%	18.1%	34.2%[activator]	7.2%	3.0%	-11.1%
Cc1sc2nc(SCc3ccc(C(=O)O)cc3)n(Cc3ccco3)c(=O)c2c1C	-3.2%	5.0%	-17.2%	13.0%	0.0%	-6.1%
CC1C(=O)N2CCCc3cc(NC(=O)C(=O)NCc4ccccn4)cc1c32 (centres undefined)	·	-4.5%	-12.9%	10.4%	-4.1%	4.6%
Cc1nc([N+](=O)[O-])cn1-c1nc2ccccn2c1[N+](=O)[O-]	2.3%	3.2%	-1.2%	-0.2%	0.3%	3.0%
CCOC(=O)Nc1ccc2c(c1)N(C(=O)CN(C)C)c1ccccc1CC2	-8.9%	10.4µM*	-7.2%	-26.9%	26.7%	-2.3%
Cn1c(-c2ccc3ccccc3n2)[n+](C)c2ccccc21	5.3%	0.928µM*	?	?	89.0%[activator]	1.6%
O=C(CSc1ccc(Cl)cc1)N/N=C/c1ccc([N+](=O)[O-])o1	11.4%	?	?	-15.7%	5.62µM*	-6.8%
COc1ccc(OC)c(CN2CCN(C(=O)CN3C(=O)NC4(CCCC4)C3=O)CC2)c1	·	20.2%	-11.0%	?	-1.1%	-0.1%
CCn1cc(C(=O)Nc2ccc(F)c(F)c2)cn1	-5.9%	23.7%	43.6%[activator]	9.3%	1.2%	-1.8%
COc1ccccc1OCCC(=O)OCC(=O)NC(=O)NC(C)(C)C	6.4%	·	0.8%	-4.0%	6.7%	0.0%
CCOc1cc(NC(=O)c2ccco2)c(OCC)cc1NC(=O)COc1ccccc1	1.9%	3.0%	?	-15.5%	-30.0%	0.1%
CCOC(=O)c1ccc(CSc2nncn2N)o1	-0.9%	·	9.1%	8.5%	-7.7%	-5.8%
Cc1ccc(-c2nc(-c3nccc4ccccc34)oc2-c2ccccc2)cc1	-5.8%	?	79.0%[activator]	-18.2%	-3.2%	3.4%
Brc1ccc(-c2csc(Nc3nc(-c4ccc(Br)cc4)cs3)n2)cc1	1.1%	?	?	-29.5%	7.9%	-4.4%
O=C(NC1CCCC1)c1cc2nc(-c3ccco3)cc(C(F)(F)F)n2n1	-4.2%	37.7%	-0.3%	-8.6%	-0.4%	2.3%
COc1ccc(CC(=O)NCCN2CCCC2)cc1	-12.5%	63.1%[activator]	74.3%[activator]	20.9%	3.0%	2.4%
O=C(O)c1ccc(F)c(S(=O)(=O)Nc2ccccc2)c1	-7.6%	24.9%	9.9%	22.4%	5.0%	0.3%
COC(=O)c1nnn(-c2nonc2N)c1-c1cccs1	-0.4%	?	-0.4%	8.6%	-19.3%	-3.8%
Cc1ccc(N(Cc2cc3cc(C)ccc3[nH]c2=O)C(=O)c2cccs2)cc1	0.6%	-25.0%	58.9%[activator]	0.3%	2.3%	-10.8%
CC(C)(C)NC(=O)C(c1ccc(F)cc1)N(Cc1cccs1)C(=O)c1ccc(CN2CCOCC2)o1 (centres undefined)	5.0%	?	?	8.3%	0.0%	2.3%
COC(=O)/C(=C(O)\C=C\c1ccccc1[N+](=O)[O-])c1nc2ccccc2[nH]1	15.8%	-9.7%	0.0%	?	10.8%	-6.4%
CCc1c(C)nc2ncnn2c1N1CCC(C(=O)NCc2cccs2)CC1	6.2%	8.5%	-15.0%	?	-4.3%	-11.4%
Cc1ccccc1OCC(=O)Nc1ccc(N2CCN(S(C)(=O)=O)CC2)cc1	4.7%	·	22.5%	5.7%	7.1%	-1.1%
CCc1ccc(NC(=O)NNC(=O)CCc2ccccc2)cc1	2.6%	?	25.1%	8.4%	-20.8%	7.2%
O=C(CNC(=O)C1CCCCC1)OC(C(=O)c1ccccc1)c1ccccc1 (centres undefined)	·	?	14.7%	·	3.0%	0.1%
Cc1cc(C)n(C(C)Sc2ccccc2)n1 (centres undefined)	·	-4.0%	?	11.2%	0.7%	-0.9%
COC(=O)c1ccc(CSc2nnc(-c3c[nH]c4ccccc34)n2-c2ccccc2)cc1	1.4%	-101.4%	?	22.4µM*	-2.9%	-3.3%
COc1ccc2nc(C)c(C(=O)OCCN(C)C)cc2c1	0.7%	18.7%	69.6%[activator]	·	0.0%	·
CC(C)(C)NC(=O)c1cc(-c2ccccc2)n[nH]1	7.0%	?	82.7%[activator]	9.6%	4.9%	-4.5%
Cc1nn(CCCC(=O)NCCc2ccccc2)c(C)c1[N+](=O)[O-]	9.8%	?	12.4%	7.6%	-0.4%	6.5%
CC(C#N)Sc1nc2ccccc2c(=O)n1-c1ccccc1 (centres undefined)	-3.2%	?	?	-6.2%	0.0%	-8.7%
Cc1cc(SCC(=O)N/N=C/c2cccnc2)nc2c(C)cccc12	-0.8%	41.4%[activator]	-12.5%	-0.4%	·	-28.2%
CC1=C(C(=O)OC2CCCCCCC2)C(c2cccc(O)c2)NC(=O)N1 (centres undefined)	4.3%	11.9%	-15.4%	8.6%	0.8%	0.9%
O=C(C1CC(Cl)CN1S(=O)(=O)c1ccc(Cl)cc1)N1CCOCC1 (centres undefined)	-2.3%	3.1%	-11.1%	17.6%	2.4%	3.1%
O=c1c2ccccc2nc(CN2CCOCC2)n1-c1ccccc1F	-0.1%	-16.8%	15.9%	4.9%	-27.4%	1.2%
O=C(O)Cn1c(=O)c2c3c(sc2n(Cc2ccccc2F)c1=O)CCCC3	1.0%	35.9%[activator]	8.5%[0.00184 µM]	-7.1%	0.0%	-11.0%
O=C(Cc1cc(=O)[nH][nH]1)N/N=C/c1c(F)cccc1Cl	10.1%	?	-2.5%	13.6%	4.4%	-5.3%
COc1ccc(C2CC(c3ccc(OC)cc3O)=NN2C(=O)c2ccccc2)cc1 (centres undefined)	-0.9%	?	-13.8%[0.00184 µM]	10.7%	12.8%	0.1%
O=C(COc1ccccc1)N1CCN=C1c1ccccc1	1.2%	·	6.7%	6.7%	-6.0%	-5.0%
O=C(C1CCC(CNS(=O)(=O)c2cccc3cccnc23)CC1)N1CCCC1 (centres undefined)	1.2%	13.1µM*	-2.4%	-3.9%&-16.8%	-9.8%	3.0%
O=S(CCc1ccncc1)Cc1ccccc1 (centres undefined)	-0.7%	·	2.9%	8.2%	-19.4%	7.6%
CCOc1ccc2nc(NC(=O)Cc3cccs3)sc2c1	-8.8%	·	97.7%[activator]	?	2.5%	-11.6%
O=C(CSc1nnc2scc(-c3ccccc3)n12)N1CCN(Cc2ccccc2)CC1	4.4%	?	?	-7.6%&18.5%	-14.6%	-17.4%
COc1cccc(/C=C/C(=O)NCc2ccc(S(N)(=O)=O)cc2)c1	-5.5%	53.5%[activator]	39.9%[activator]	10µM*	23.0%	4.7%
COc1ccccc1N1CCN(C(CNS(=O)(=O)c2ccc(C)cc2)c2cccnc2)CC1 (centres undefined)	7.5%	20.3%	·	-27.9%	-16.4%	2.1%
Cn1c(=O)c2c(ncn2CC(=O)N2CCN(S(=O)(=O)c3ccccc3)CC2)n(C)c1=O	1.3%	39.3%[activator]	1.6%	·	4.7%	1.0%
Nc1cc(C(=O)O)c(Oc2ccc(Cl)cc2Cl)cc1C(=O)O	5.0%	?	-1.0%	-5.1%	-5.9%	1.7%
Cc1cc(=O)[nH]c(N/N=C/c2ccccc2C(F)(F)F)n1	1.7%	4.9%	-14.8%	8.5%	-1.1%	-5.9%
CCn1c(=O)c2c(n3cnnc13)-c1ccccc1CC21CCCCC1	3.7%	-10.3%	-21.4%	-9.0%	4.7%	-3.8%
COc1cc(C(=O)Nc2ccc3c(c2)Cc2cc(NC(=O)c4cc(OC)c(OC)c(OC)c4)ccc2-3)cc(OC)c1OC	6.2%	?	6.2%	?	1.8%	-2.6%

Some of these compounds in order of formula weight, ascending.
SMILES	LmPK inh	Pf growth 96h	Pf growth 48h	HCV inhibitor	Sm TGR inh	TbPYK inhibitor
Cc1cc(=O)[nH]c(N/N=C/c2ccccc2C(F)(F)F)n1	1.7%	4.9%	-14.8%	8.5%	-1.1%	-5.9%
COc1cccc(/C=C/C(=O)NCc2ccc(S(N)(=O)=O)cc2)c1	-5.5%	53.5%[activator]	39.9%[activator]	10µM*	23.0%	4.7%
O=C(CSc1nnc2scc(-c3ccccc3)n12)N1CCN(Cc2ccccc2)CC1	4.4%	?	?	-7.6%&18.5%	-14.6%	-17.4%

Single records (already shown):
COc1ccccc1N1CCN(C(CNS(=O)(=O)c2ccc(C)cc2)c2cccnc2)CC1 (centres undefined) is entered as LmPK inh = 7.5%; Pf growth 96h = 20.3%; Pf growth 48h = ·; HCV inhibitor = -27.9%; Sm TGR inh = -16.4%; TbPYK inhibitor = 2.1%
COc1cccc(/C=C/C(=O)NCc2ccc(S(N)(=O)=O)cc2)c1 is entered as LmPK inh = -5.5%; Pf growth 96h = 53.5%[activator]; Pf growth 48h = 39.9%[activator]; HCV inhibitor = 10µM*; Sm TGR inh = 23.0%; TbPYK inhibitor = 4.7%

3 records drawn at random from those above:
SMILES	LmPK inh	Pf growth 96h	Pf growth 48h	HCV inhibitor	Sm TGR inh	TbPYK inhibitor
Cc1cc(=O)[nH]c(N/N=C/c2ccccc2C(F)(F)F)n1	1.7%	4.9%	-14.8%	8.5%	-1.1%	-5.9%
Nc1cc(C(=O)O)c(Oc2ccc(Cl)cc2Cl)cc1C(=O)O	5.0%	?	-1.0%	-5.1%	-5.9%	1.7%
CCn1c(=O)c2c(n3cnnc13)-c1ccccc1CC21CCCCC1	3.7%	-10.3%	-21.4%	-9.0%	4.7%	-3.8%

New compounds follow.
SMILES	LmPK inh	Pf growth 96h	Pf growth 48h	HCV inhibitor	Sm TGR inh	TbPYK inhibitor
Cc1ccc(CNC(=O)/C=C/C(=O)O)cc1	-1.7%[11.5 µM]	-10.4%	13.7%	5.1%	-21.4%	-14.1%
O=C(NC1CC1)[C@@H]1CSC2c3ccccc3C(=O)N21 (some centres undefined)	1.0%	3.2%	19.5%	19.8%	-22.9%	-7.5%
O=C(C1=NN(c2ccccc2)C2C(=O)N(c3ccccc3Cl)C(=O)C12)c1ccccc1 (centres undefined)	4.9%	?	1.0%	3.8%	8.8%	6.2%
O=[N+]([O-])c1ccc(O)c(Nc2ncnc3ccccc23)c1	7.2%	22.2%	?	-21.1%	0.0%	-2.1%
O=S(=O)(c1ccc2nc(COc3ccc(Cl)cc3Cl)[nH]c2c1)N1CCOCC1	5.7%	51.7%[activator]	·	?	8.8%[11.4 µM]	1.2%
CCOc1ccc(-c2nnc3ccc(SCC(=O)Nc4nc5ccccc5s4)nn23)cc1	3.1%	-68.9%	-38.8%	?	-1.5%	-1.6%
COc1ccccc1C(=O)Nc1cccc(-c2cn3ccsc3n2)c1	0.3%	·	-9.0%	-26.0%	8.0%	·
CC1=NN(c2ccccc2)C(=O)C1N=Nc1ccc(C)cc1 (centres undefined)	8.6%	10.4µM*	23.6%	·	-5.9%	·
O=C/C(=C\Nc1ccc(Br)cc1)c1nc2ccccc2o1	4.9%	?	19.8%	-3.1%	41.9%[activator]	4.7%
CCn1ncc(C(=O)Nc2ccccc2C)c1C	-6.1%	4.1%	7.4%	14.3%	1.7%	5.0%
COc1cc(/C=N/n2nnnc2N)ccc1OCc1c(C)no[n+]1[O-]	-2.2%	?	-24.9%	-11.2%	1.3%	-6.5%
CC(=O)c1ccc(NC(=O)Nc2ccc(NS(=O)(=O)c3ccc(C)cc3)cc2)cc1	4.9%	3.8%	?	11.2µM*	-9.9%	-10.6%
O=C(N/N=C/C(Cl)=C/c1ccc([N+](=O)[O-])cc1)C(=O)Nc1ccccc1C(=O)O	-15.4%	?	-16.7%	-10.4%	14.1µM*	-11.1%
CCS(=O)(=O)N1CCC(C(=O)NC2CCCCC2)CC1	-0.5%	20.3%	12.7%	5.1%	-7.0%	-5.8%
